# TNAP inh hi DEA: blocks human TNAP under high phosphate acceptor concentration; P05186; purified TNAP, CDP-star luminescence, 1 M DEA; inhibition, % at 20 µM; 200,000 tested, 0.03% active;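 active = over 50% inhibition of tissue-nonspecific alkaline phosphatase at 20 µM in the single-dose screen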;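 note: plate controls were DMSO wells for no effect and EDTA-quenched wells as full inhibition for full effect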
# Target sequence (P05186 whole entry, looked up): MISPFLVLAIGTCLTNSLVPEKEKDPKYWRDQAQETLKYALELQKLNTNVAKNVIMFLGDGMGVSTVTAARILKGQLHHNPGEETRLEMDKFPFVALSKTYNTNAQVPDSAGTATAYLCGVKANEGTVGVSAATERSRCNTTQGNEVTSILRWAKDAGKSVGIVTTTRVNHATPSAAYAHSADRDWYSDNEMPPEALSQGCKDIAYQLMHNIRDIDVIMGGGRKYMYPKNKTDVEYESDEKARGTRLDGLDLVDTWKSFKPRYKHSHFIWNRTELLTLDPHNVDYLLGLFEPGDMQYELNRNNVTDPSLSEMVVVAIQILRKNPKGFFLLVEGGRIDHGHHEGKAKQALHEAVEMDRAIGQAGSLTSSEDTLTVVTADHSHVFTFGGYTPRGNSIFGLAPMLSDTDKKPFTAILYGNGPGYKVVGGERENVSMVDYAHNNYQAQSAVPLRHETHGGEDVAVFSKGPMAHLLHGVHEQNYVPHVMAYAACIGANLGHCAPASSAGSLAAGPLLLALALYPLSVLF
# FLuc inh counter: Photinus pyralis luciferase inhibition counter-screen. P08659. ATPLite firefly luciferase biochemical luminescence, 10 min. inhibition, % at 10 µM. 200,000 tested, 1.5% active;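 active = inhibition above about 50% when tested at 10 µM, limit read from the data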
# Target sequence (P08659 whole entry, looked up): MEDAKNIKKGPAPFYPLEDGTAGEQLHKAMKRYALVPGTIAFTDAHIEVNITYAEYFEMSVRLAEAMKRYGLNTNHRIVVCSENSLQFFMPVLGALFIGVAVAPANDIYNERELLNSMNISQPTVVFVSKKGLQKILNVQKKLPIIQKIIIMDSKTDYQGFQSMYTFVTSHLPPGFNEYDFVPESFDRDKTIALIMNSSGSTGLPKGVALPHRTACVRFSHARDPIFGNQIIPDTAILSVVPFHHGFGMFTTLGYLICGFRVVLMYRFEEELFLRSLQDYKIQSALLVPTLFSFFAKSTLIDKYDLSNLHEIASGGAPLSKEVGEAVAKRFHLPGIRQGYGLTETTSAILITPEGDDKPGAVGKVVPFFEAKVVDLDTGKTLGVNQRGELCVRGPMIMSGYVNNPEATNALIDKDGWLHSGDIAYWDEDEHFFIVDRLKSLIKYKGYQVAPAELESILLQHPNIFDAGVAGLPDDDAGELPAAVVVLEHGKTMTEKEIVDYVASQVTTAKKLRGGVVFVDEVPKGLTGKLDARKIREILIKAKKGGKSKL
# APP 5'UTR act: activates APP 5'UTR luciferase reporter | 190,000 tested, 1% active | SH-SY5Y APP 5'UTR luciferase reporter, luminescence; zero percent = DMSO vehicle wells | activation, % at 2 µM | AID 1276;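 active = activation above a set limit, based on mean plus 3 SD of controls, cut at about 140% in these data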; note: values of inactives mirror those of a sister screen read the other way
# FLuc stim CS: firefly luciferase counter-screen for stimulation assays; P08659; ATPlite luciferase biochemical, luminescence, 10 min; 0 = ATP-free wells, 1 = DMSO control; activation factor at 10 µM; 200,000 tested, under 10 active; AID 1027;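 active = luciferase activation factor, scaled between plate controls, of at least 2 with compound at 10 µM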
#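 System: luciferase plus luciferin reagent, cell-free; medium: PBS as buffer for the ATP substrate; dosing: test compounds dosed from 2 mM stocks in 100% DMSO; timing: 10 min post-reagent at room temperature; measured by: luminescence measurement of luciferase light output; evaluation: luciferase activation, seen as luminescence increase over controls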
# TNAP act hiacc: activators of human TNAP at high phosphate acceptor concentration. 200,000 tested, under 10 active. activation factor at 20 µM. purified TNAP, CDP-star luminescence, 1 M DEA, 30 min; active compounds read high; 0 = EDTA background, 1 = DMSO-only activity;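 active = activation factor at least 2 at 20 µM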
#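 Control set: EDTA negative control, DMSO positive control / Assay system: human TNAP / Quantity: TNAP 1/800 final / Evaluation: TNAP activation factor scaled between EDTA and DMSO control wells / Measured by: luminescent substrate turnover signal / Compound dosing: one dose, 20 µM / Times: 30 min enzyme reaction at room temperature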
# PMI activator: increases human mannose-6-phosphate isomerase activity; purified human PMI, coupled resazurin fluorescence, 20 min; active compounds read high; 1 = vehicle control, 0 substrate-free wells; activation factor at 20 µM; 190,000 tested, 0.005% active; AID 1214;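 active = activation factor of 2 or more at 20 µM, relative to plate controls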
# PMI act satM6P: PMI (human) activation, high substrate. P34949. coupled PMI enzyme assay, resazurin fluorescence, 20 min; active compounds read high; 1 = untreated enzyme, 0 = substrate-free blank. activation factor at 20 µM. 190,000 tested, 0.34% active;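 active = activation factor of 2 or more at 20 µM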
#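 Test system: human phosphomannose isomerase with PGI, G6PDH, diaphorase coupling enzymes / Doses: 20 µM compound, 1% DMSO / Times: enzyme reaction with compound 20 min at room temperature / Measured by: Diaphorase-driven resazurin-to-resorufin fluorescence, excitation 544, emission 590 nm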
# bIAP activator: intestinal alkaline phosphatase (bovine) activation. purified bovine IAP, CDP-star luminescence, 30 min; active compounds read high; fold of DMSO-control signal, blank-subtracted. activation factor at 20 µM. 200,000 tested, 0.17% active;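 active = activation factor of 2 or more at 20 µM, a signal rise over negative controls twice the positive control's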
# TNAP inh noacc: inhibitors of human TNAP without phosphate acceptor; inhibition, % at 20 µM; 200,000 tested, 0.26% active; purified TNAP, CDP-star luminescence, 30 min; P05186;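 active = tissue-nonspecific alkaline phosphatase inhibition above about 50% at 20 µM in the single-dose screen, limit read from the data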;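 note: 0% = DMSO negative control and 100% = EDTA positive control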
# NF-kB expr up: compounds increasing NF-kB expression in human neuronal cells; fold change at 12.5 µM; 190,000 tested, 1.6% active; NF-kB reporter expression; active compounds read high; in the data active = fold change above about 3.3
# The depositor's hits bear a star. Rows were taken by chance; 3.6% or so of the library scored in one or more.
SMILES,TNAP inh hi DEA,FLuc inh counter,APP 5'UTR act,FLuc stim CS,TNAP act hiacc,PMI activator,PMI act satM6P,bIAP activator,TNAP inh noacc,NF-kB expr up
CC(=O)C1C(c2ccc(F)cc2)NC(=O)NC1(O)C(F)(F)F (configuration not stated),-0.7,-5.4,4.0,1.1,1,1,1,0.9,-9.2,1.13
CCn1nc(C)c(NC(=O)/C=C/c2cnn(C)c2)c1C,-6.5,-5.5,6.8,1.1,1.1,0.9,1,1,-12.3,1.16
CCNc1nc(Oc2ccc(=O)[nH]n2)nc(SC)n1,-0.3,-6.4,9.4,1.1,1,1,1,0.9,-11.2,1.51
O=C(Nc1ccc(C(=O)N2CCCC2)cc1)c1ccccc1[N+](=O)[O-],-1.9,-4.1,-4.3,1,1,1,0.9,1,-5.2,1.13
CCOC(=O)c1cc2ccc3ccccc3c2s1,-1.9,18.8,74.5,0.8,1,0.9,0.9,1,-5.7,3.06
COc1cccc(-n2nnc3c(=O)n(C/C=C/c4ccccc4)cnc32)c1,-3.6,-4.5,-1.6,1,1,1,1,0.8,-1.0,0.96
Cc1cc(C(=O)OCC(=O)Nc2ccc(F)cc2)c(C)o1,-1.3,-6.2,-10.3,1.1,1,0.9,1,0.8,-8.4,1.15
CCOc1ccc(/C=N/OCC(=O)NCc2ccc3c(c2)OCO3)cc1OC,-1.1,-7.2,-4.6,1.1,1,1,1.1,1,-3.2,0.91
O=C(OCc1nnc(-c2ccccc2)o1)c1cc([N+](=O)[O-])ccc1Cl,-1.3,4.3,15.4,1,1,1,0.9,1.1,-23.6,1.17
O=C(NC1CC1)c1ccc2c(c1)NC(=O)c1ccccc1S2,-5.7,1.3,-21.4,1,1.1,1,1.1,1.1,-17.0,1.01
COc1ccc(CCNC(=O)CCn2c(=O)c3ccccc3n(CC(=O)NCC3CCCO3)c2=O)cc1OC (configuration not stated),-2.5,-8.6,-1.3,1.1,1,1.1,1.1,1.1,-10.5,0.96
c1ccc(Nc2cccc(Nc3ccccc3)n2)cc1,-5.6,-5.7,14.7,1.1,1.1,0.4,0.6,0.6,-20.1,2.16
CC(C(=O)NC1C(=O)N2C(C(=O)O)=C(CSc3nnnn3C)CSC12)n1cc(Cl)cn1 (configuration not stated),7.5,0.9,15.8,1,0.9,1.1,0.9,0.8,-1.7,1.07
CCC(=O)Nc1ccc(C(=O)Nc2cccc(OC)c2)cc1,-1.7,15.8,29.0,0.8,1,1.1,1.1,0.9,-16.9,1.47
Nc1nccc(-c2ccc(-n3cnc4ccccc43)cc2)n1,1.7,3.3,13.2,1,1,1.1,1.1,1,-1.4,0.75
Cc1nc([N+](=O)[O-])c(SCC(N)=O)n1Cc1ccccc1,-5.2,-5.5,-7.6,1.1,1.1,1,0.9,1,-10.2,1.28
CC(C)N1CCN(Cc2ccc3nsnc3c2)CC1CCO (configuration not stated),-5.1,-11.2,2.1,1.1,1.1,1.1,1,1,-10.3,1.07
N#Cc1nc(COc2ccc(F)cc2)oc1N1CCCC1,1.8,-7.8,-6.7,1.1,1,1,1,0.8,-8.4,0.88
O=C(CN1CCCN(S(=O)(=O)c2ccc(F)cc2)CC1)Nc1ccccc1Br,3.9,-5.2,9.6,1.1,1,0.9,0.8,0.9,-1.6,1.25
CCN(CC)S(=O)(=O)c1ccc2c(c1)nc(SC(C)C(N)=O)n2-c1ccc(OC)cc1 (configuration not stated),-4.3,-5.0,-8.9,1.1,1,0.9,1,1.2,-12.8,0.95
CN(C)C(C)(C)C#CCCCCC#CC(C)(C)N(C)C,-3.6,-7.0,4.8,1.1,1,1.1,1.1,1,-0.6,1.1
NC(=O)c1c(N)sc2c1CCC2,-4.5,-4.6,10.2,1,1,0.9,1,1.1,-76.9,1.51
COc1ccc(/C=C/C(=O)NCCCc2ccccc2)cc1OC,-1.5,-5.3,-10.7,1.1,1,1.2,1.1,1,-15.0,1.03
CC(=O)CSc1nc2ccccc2s1,0.4,-2.8,19.3,1,1,1,1,1,-9.5,1.05
CCCCN1C(=O)C(NC(=O)C2CC2)(C(F)(F)F)C2=C1CC(C)(C)CC2=O (configuration not stated),-6.3,-8.6,11.1,1.1,1.1,0.9,1,1,-14.4,1.1
CCOc1ccc(NC(=O)c2ccccc2NS(=O)(=O)c2ccc(F)cc2)c([N+](=O)[O-])c1,-0.2,-10.0,-26.3,1.1,1,0.9,1,1,-1.1,0.83
CCc1cccc(C)c1NC(=O)CNCc1ccccc1,-0.4,0.3,16.0,1,1,0.9,1,1.1,-8.1,1.06
CNCc1ccccc1Sc1ccc(OC)c(OC)c1,0.3,-3.5,17.1,1,1,0.9,0.8,1,-1.0,1.25
Cn1c(SCc2ccccc2Cl)nc2ccccc21,-1.6,28.7,113.8,0.7,1,0.9,0.9,0.4,-7.7,1.15
COc1cccc(NC(=O)Cn2c(=O)n(CCCC(=O)NCc3ccco3)c(=O)c3ccccc32)c1,-0.9,-0.8,-13.4,1,1,0.9,0.9,0.9,-6.8,1.08

# Some of the entries so far, with tabs:
mol	TNAP inh hi DEA	FLuc inh counter	APP 5'UTR act	FLuc stim CS	TNAP act hiacc	PMI activator	PMI act satM6P	bIAP activator	TNAP inh noacc	NF-kB expr up
COc1ccc(/C=C/C(=O)NCCCc2ccccc2)cc1OC	-1.5	-5.3	-10.7	1.1	1	1.2	1.1	1	-15.0	1.03
CC(=O)CSc1nc2ccccc2s1	0.4	-2.8	19.3	1	1	1	1	1	-9.5	1.05
CCCCN1C(=O)C(NC(=O)C2CC2)(C(F)(F)F)C2=C1CC(C)(C)CC2=O (configuration not stated)	-6.3	-8.6	11.1	1.1	1.1	0.9	1	1	-14.4	1.1
CCOc1ccc(NC(=O)c2ccccc2NS(=O)(=O)c2ccc(F)cc2)c([N+](=O)[O-])c1	-0.2	-10.0	-26.3	1.1	1	0.9	1	1	-1.1	0.83
CCc1cccc(C)c1NC(=O)CNCc1ccccc1	-0.4	0.3	16.0	1	1	0.9	1	1.1	-8.1	1.06

# Later entries:
SMILES,TNAP inh hi DEA,FLuc inh counter,APP 5'UTR act,FLuc stim CS,TNAP act hiacc,PMI activator,PMI act satM6P,bIAP activator,TNAP inh noacc,NF-kB expr up
Cc1[nH]c2ccc(F)cc2c1CCN(Cc1cccnc1)C(=S)Nc1ccccc1,-5.4,-7.4,-13.9,1.1,1.1,1,0.9,1,-19.2,0.73
O=S(=O)(Nc1ncccn1)c1ccc(NC(=S)NCCc2ccccc2)cc1,-4.0,-2.4,2.1,1,1,1.1,1.1,0.9,-9.7,0.96
Cc1ccc2cc(CN(CC3CCCO3)C(=S)Nc3ccccc3)c(=O)[nH]c2c1C (configuration not stated),3.6,-6.4,-53.0,1.1,1,0.9,1,1,-4.4,1.38
c1ccc(CN2CCN(CCCNc3ccc4nnc(-c5ccccc5)n4n3)CC2)cc1,0.6,-1.1,-7.5,1,1,0.9,0.9,1,-1.8,0.9
NC(=O)C(c1ncc(C(F)(F)F)cc1Cl)c1c(Cl)cccc1Cl (configuration not stated),-2.2,-1.4,-7.5,1,1,1,1.1,0.9,-7.9,1.07
Cc1ccc(N(C)C(=O)c2ccc3c(Cl)c4c(nc3c2)CCC4)cc1C,-5.2,-8.9,28.3,1.1,1.1,1,0.9,0.9,-0.2,0.95
CC(C)NC(=O)NC(=O)COc1ncnc2sccc12,-4.3,1.5,-7.0,1,1,1,1.1,1,6.6,0.99
COc1ccc(C(CC(=O)NCCN2CCOCC2)NS(=O)(=O)c2ccc(C)cc2)cc1 (configuration not stated),-7.0,-8.0,-1.4,1.1,1.1,1.1,1,1,1.2,0.87
Nc1c(C(=O)NC2CCCC2)c2nc3ccccc3nc2n1N,-7.2,-0.4,17.7,1,1.1,0.8,0.8,0.9,-4.8,1.05
COc1ccc(-n2cc(CN3CCC(OC)CC3)c(-c3cccc(F)c3)n2)cc1,-10.5,-1.0,10.0,1,1.1,1.1,1.1,1.2,-3.6,1.22
CCC1CCCCN1Cc1cc(OC)c(O)c([N+](=O)[O-])c1 (configuration not stated),4.3,-7.8,-6.9,1.1,1,1,0.9,0.8,-4.4,1.05
N/N=C1\CCCc2nonc21,-4.7,-2.5,-11.7,1,1,0.9,0.9,1.1,-6.6,1.59
COC(=O)CCCNC(=O)c1ccccn1,-4.6,-6.7,-7.2,1.1,1,1.1,1.1,1,-8.3,0.9
CCN(Cc1ccccc1)C(=O)COC(=O)CNC(=O)c1ccc(C)s1,-5.7,-6.5,2.2,1.1,1.1,1.1,1.1,1,-9.9,1.22
C=CCc1cc(/C=N\NC(=O)CSc2nnc(CCCc3ccc(OC)c(C)c3)o2)cc(OC)c1O,3.0,-0.7,-4.2,1,1,0.8,0.9,0.9,-6.7,0.96
O=C(c1ccc(NC(=S)NCc2ccco2)cc1)N1CCCCC1,-1.5,-2.9,9.7,1,1,1,1,1,-8.8,1.02
COc1cccc(-c2noc(Cn3nc(C)c([N+](=O)[O-])c3C)n2)c1,2.3,-1.7,5.5,1,1,0.9,0.9,0.9,-3.6,1.19
C=CCNC(=O)C1CC(=O)N(c2ccc(OCC(=O)Nc3ccc(OC)cc3)cc2)C1 (configuration not stated),-4.0,-4.9,4.9,1,1,1,1,1,-2.9,1.39
COc1ccc(NC(=O)CCC(=O)c2cccs2)cc1S(=O)(=O)Nc1ccc(Cl)cc1,-3.0,-18.4,6.5,1.2,1,0.7,0.9,0.8,-6.1,0.77
CCOCCCNC(=O)c1ccc(OC)cc1,3.1,3.6,17.4,1,1,0.9,1,0.9,-9.5,1.48
O=C(CCCNS(=O)(=O)c1cccs1)N1CCc2ccccc2C1,-1.5,-4.3,22.4,1,1,0.9,1,1,-9.5,1.08
O=C(CSc1nc2c(c(=O)[nH]1)CCC2)Nc1cccc(Cl)c1,-2.6,-6.2,5.8,1.1,1,0.9,1,1,-10.9,0.99
O=C(O)CN(c1cccc(C(F)(F)F)c1)S(=O)(=O)c1ccccc1,-9.9,-6.6,8.0,1.1,1.1,0.9,1,1.1,-14.8,1.1
COC(=O)C1CCN(Cc2ccc(OCCCN3CCN(c4ccc([N+](=O)[O-])cc4)CC3)cc2)CC1,2.2,-2.8,4.6,1,1,0.9,0.9,0.9,1.8,1.13
CCN1C(=O)/C(=C\N(C(C)=O)c2ccccc2)OC1=S,-1.4,0.8,-6.5,1,1,1,1,1.1,-17.1,1.33
Cc1ccc(/C=N/N=C2/NC(=O)C(CC(=O)Nc3ccccc3)S2)o1 (configuration not stated),-2.6,-11.8,-14.0,1.1,1,1.1,0.9,0.8,-6.5,0.94
CCOC(=O)c1ccc(-c2c(C(=O)OCC)oc3cc(O)c(CC)cc3c2=O)o1,-5.4,-6.9,13.9,1.1,1.1,1,1.1,1,-11.5,1.21
CCCCCN1CC(O)=C(c2nc3ccccc3[nH]2)C1=N,-11.2,-1.1,39.9,1,1.1,1,1,1.1,-172.8,1.58
COc1ccc(/C=N/NC(=O)C(=O)N2CCN(c3ccccc3OC)CC2)cc1,-2.5,-4.4,-4.3,1,1,1,1.1,1,-7.5,1.32
